Compound activity (PubChem BioAssay)
14-3-3 PPI = modulators of human 14-3-3 gamma - Raf peptide interaction; P61981; FP, 14-3-3gamma / TMR-pS259-Raf peptide binding; inhibition, % at 40 µM; actives 0.19% (n = 160,000); AID 422; in the data active = inhibition above about 30%;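 note: 0% = protein plus tracer without compound and 100% = blank with tracer alone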
Target sequence (P61981 whole entry, looked up): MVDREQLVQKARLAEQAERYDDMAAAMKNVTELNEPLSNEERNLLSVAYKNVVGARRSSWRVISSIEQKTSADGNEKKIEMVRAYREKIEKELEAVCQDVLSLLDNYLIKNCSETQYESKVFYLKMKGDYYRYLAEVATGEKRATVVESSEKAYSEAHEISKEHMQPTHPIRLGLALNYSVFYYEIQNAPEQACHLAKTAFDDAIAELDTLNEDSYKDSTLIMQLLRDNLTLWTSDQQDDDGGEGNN
* hit, by the source's call; & = joins results of further samples. These rows are one share of the data; the hit share may differ from the screen's.

SMILES	14-3-3 PPI
O=C1CS/C(=N\c2ccccn2)N1C1CCCCC1	-2
COc1cc(C2CC(=O)Nc3c2ccc2ccccc32)cc(OC)c1O (configuration not stated)	0
CCOC(=O)c1sc2nc(C)c(Cl)c(C)c2c1N	2
CCOCCCn1c(SCC(=O)c2ccccc2)nc2c(sc3ccccc32)c1=O	6
COC(=O)c1c(N)nc(C)n1-c1ccc(OC)cc1	-8
O=C1C(=O)N(Cc2cccnc2)C(c2ccccc2F)/C1=C(\O)c1ccc(F)cc1 (configuration not stated)	8
Cc1ccccc1NC(=O)CSCCO	-2
O=C(c1ccc(Cl)cc1)N1N=C(c2ccccc2)CC1c1ccccc1[N+](=O)[O-] (configuration not stated)	12
COC(=O)c1c(NC(=O)CCCOc2ccccc2C)sc2c1CCCC2	-1
CCCCN1CCCC1C(=O)NCc1ccc(OC)c(OC)c1 (configuration not stated)	-7
C=CCNc1nc2c(c(=O)[nH]c(=O)n2C)n1CCCCC	0
COc1ccccc1C(=O)Nc1c2c(nn1-c1ccc(C)cc1)CSC2	-11
N=c1c(C(N)=O)cc2c(=O)n3ccccc3nc2n1CC1CCCO1 (configuration not stated)	-31
Cc1ccc(NC(=O)CSc2nnc(Cn3cnc4ccccc43)o2)cc1	-2
CCn1c(SCC(=O)NCc2cccs2)nnc1-c1ccncc1	1
Cc1ccc(C)c2[nH]c(=O)c(CCNC(=O)C(C)(C)C)cc12	-3
COc1ccc2[nH]c(=O)c(CN(Cc3cccs3)S(=O)(=O)c3cccc4nsnc34)cc2c1	-6
O=C(COc1ccccc1)NC1C(=O)N2C(C(=O)O)=C(Cl)CSC12 (configuration not stated)	-5
O=S1(=O)C=C(N2CCCCC2)c2ccccc21	1
c1ccc(-c2nnc(SCC3CCOCO3)n2-c2ccccc2)cc1 (configuration not stated)	2
CCOC(=O)CSc1nc(N2CCOCC2)c2c(c1C#N)CC(C)(C)N(C)C2	-2
O=C(CSc1nnc(-c2cccc(F)c2)n1-c1ccccc1)NCC1CCCO1 (configuration not stated)	5
FC(F)(F)c1c2c(nc3c(-c4ccccc4)cnn13)CCC2	-42
CCOC(=O)c1ccc2c(c1)N(Cc1ccc(Cl)cc1)C(=O)c1ccccc1S2	-3
COc1ccc(Cl)cc1NC(=O)c1ccoc1C	-9
(list continues)
SMILES	14-3-3 PPI
CCOc1ccc(-c2nnc(SCC(=O)N3CCCc4ccccc43)o2)cc1	-4
O=C(Cn1c(=O)n(Cc2ccc3c(c2)OCO3)c(=O)c2ccccc21)NCC1CCCO1 (configuration not stated)	0
Cc1ccc(-c2nnn(CC(=O)N(CC3CCCO3)C(C(=O)NC(C)(C)C)c3ccc(F)cc3)n2)o1 (configuration not stated)	-2
CCCCS(=N)(=O)CCC(N)C(=O)O (configuration not stated)	1
COc1ccc(C2=CC(c3ccccc3F)n3c(nc4ccccc43)N2)cc1 (configuration not stated)	-8
CCOC(=O)C1=CN(c2ccc(F)cc2)C=C(C(=O)OCC)C1c1ccc(OC)cc1	2
O=C(O)CCC(=O)CCC(=O)c1ccccc1	-15
CCN1C=CC(=C2C(=O)c3ccccc3C2=O)C=C1	-3
Cc1ccc(-c2nc3cc(N=Cc4cccc([N+](=O)[O-])c4O)ccc3o2)cc1C	-60
c1ccc(-c2nc(-c3ccncc3)no2)cc1	-7
CCOC(=O)c1cnc2c(C)c(Cl)ccc2c1Nc1ccc(C)cc1C	4
Cc1onc(-c2ccccc2)c1C(=O)Nc1sc(C(=O)N(C)C)c(C)c1C(=O)OC(C)C	5
CCOc1ccccc1C(=O)Nc1nnc(CC)s1	-4
CCc1ccccc1NC(=O)c1[nH]c(C)c(C(C)=O)c1C	-3
Cc1ccc(N2CCN(C(=O)c3ccccc3Br)CC2)c(C)c1	-7
COc1ccc(CC(=O)N2CC(=O)Nc3ccc(C)cc3C2c2ccc(F)cc2)cc1OC (configuration not stated)	-4
O=C(CN1CCOCC1)Nc1ccc(S(=O)(=O)NC2CCCCC2)cc1	1
Cn1c(=O)c2c(nc(NCc3ccco3)n2Cc2ccc(Cl)cc2Cl)n(C)c1=O	-5
CC(C)(C)C(=O)NCCCN1CCOCC1	-3
CCOC(=O)CSc1nnc2c3ccccc3n(C)c2n1	-5
COC(=O)C1=C(N)OC2=C(C(=O)CC(C)(C)C2)C1c1ccccc1OCc1ccccc1 (configuration not stated)	-1
O=C(O)C1CSC(C2CC=CCC2)N1 (configuration not stated)	-8
Cc1ccccc1CSc1c[nH]c2ccccc12	2
Nc1cc(N)c(OCC(F)(F)F)cc1OCC(F)(F)F	0
CS(=O)(=O)Nc1cccc(C(=O)CC2(O)C(=O)Nc3ccc(Br)cc32)c1 (configuration not stated)	5

Some of the entries so far, as labelled records.
COc1ccc(C2=CC(c3ccccc3F)n3c(nc4ccccc43)N2)cc1 (configuration not stated)
- 14-3-3 PPI: -8
Cc1ccc(-c2nc3cc(N=Cc4cccc([N+](=O)[O-])c4O)ccc3o2)cc1C
- 14-3-3 PPI: -60

Next records follow:
SMILES	14-3-3 PPI
CCOc1ccc(-n2c(=O)c3c4c(sc3n(CC(=O)NC3CCCC3)c2=O)CCCC4)cc1	-7
CCOC(=O)C1=NNC2C(=O)N(c3ccc(OC)cc3)C(=O)C12 (configuration not stated)	4
Cc1nn(Cc2ccccc2)c(C)c1C(=O)OCC(=O)c1cc(C)n(C2CC2)c1C	-8
CC(=O)OCC(=O)[C@@]1(O)CC[C@H]2[C@@H]3CCC4=CC(=O)C=C[C@]4(C)[C@@]3(Cl)[C@@H](Cl)C[C@@]21C	-3
O=C(NCCCN1CCOCC1)c1ccc(CS(=O)(=O)c2cccc(C(F)(F)F)c2)o1	-4
O=C(CSc1ccc2nnc(-c3ccc(Cl)cc3)n2n1)N1CCCC1	-1
Nc1c(C(=O)NCc2cccc(Cl)c2)sc2nc(-c3cccs3)ccc12	-26
Cc1c(C(=O)NCc2ccccc2Cl)oc2c1C(=O)CCC2	3
O=C(NC1CCS(=O)(=O)C1)c1cccs1 (configuration not stated)	-6
O=C(c1ccc2c(c1)C(=O)N(c1ccccn1)C2=O)c1ccc2c(c1)C(=O)N(c1ccccn1)C2=O	-1
CCc1ccc(CNC(=O)C2c3ccccc3C(=O)N(CCOC)C2c2cn(C)c3ccccc23)cc1 (configuration not stated)	-12
O=C(CCSCc1ccccc1Cl)N1CCN(c2cccc(Cl)c2)CC1	-6
Cc1c(Cl)cccc1NC(=O)c1oc2ccc(S(=O)(=O)N3CCCCC3)cc2c1C	5
COCCN1C(=O)c2ccccc2C(C(=O)Nc2ccc(C)cn2)C1c1cn(C)c2ccccc12 (configuration not stated)	-4
Cc1cc(Nc2ccc(N3C(=O)C4CCC(C)CC4C3=O)cc2[N+](=O)[O-])on1 (configuration not stated)	-4
COc1ccc(N2C(=O)CC2(C#N)c2ccc(OCc3ccccc3)cc2)cc1 (configuration not stated)	-5
COc1ccc2c(c1)c(=O)oc1c(C)c(OCC(=O)N(C)C)ccc12	6
Cc1cc(O)cc(O)c1C(=O)Cc1cnn(-c2ccccc2)c1	-5
CC1(C)CC(=O)C=C(NCC2CCNCC2)C1	-12
O=C(Nc1nnc(/N=C/c2ccco2)s1)c1ccc(F)cc1	-9
Oc1cccc2oc3ccccc3c12	-27
Cc1ccc2nc3c(cc(C(=O)NCC4CCCO4)n3C)c(=O)n2c1 (configuration not stated)	-1
CCOC(=O)c1ccc(-c2sc3nc(N4CCOCC4)c4c(c3c2N)CC(C)(C)OC4)o1	-2
C[n+]1ccccc1C=C1Sc2ccccc2N1CCC(=O)O	-16
O=C(COc1ccc(Cl)cc1)NCCn1ccc2ccccc21	6

Entries shown so far that have fluorine, in the order listed:
SMILES	14-3-3 PPI
O=C1C(=O)N(Cc2cccnc2)C(c2ccccc2F)/C1=C(\O)c1ccc(F)cc1 (configuration not stated)	8
O=C(CSc1nnc(-c2cccc(F)c2)n1-c1ccccc1)NCC1CCCO1 (configuration not stated)	5
FC(F)(F)c1c2c(nc3c(-c4ccccc4)cnn13)CCC2	-42
Cc1ccc(-c2nnn(CC(=O)N(CC3CCCO3)C(C(=O)NC(C)(C)C)c3ccc(F)cc3)n2)o1 (configuration not stated)	-2
COc1ccc(C2=CC(c3ccccc3F)n3c(nc4ccccc43)N2)cc1 (configuration not stated)	-8
CCOC(=O)C1=CN(c2ccc(F)cc2)C=C(C(=O)OCC)C1c1ccc(OC)cc1	2
COc1ccc(CC(=O)N2CC(=O)Nc3ccc(C)cc3C2c2ccc(F)cc2)cc1OC (configuration not stated)	-4
Nc1cc(N)c(OCC(F)(F)F)cc1OCC(F)(F)F	0
O=C(NCCCN1CCOCC1)c1ccc(CS(=O)(=O)c2cccc(C(F)(F)F)c2)o1	-4
O=C(Nc1nnc(/N=C/c2ccco2)s1)c1ccc(F)cc1	-9

Next section
SMILES	14-3-3 PPI
CC1=C(C(=O)Nc2ccccn2)C(c2cccnc2)C2=C(CC(C)(C)CC2=O)N1 (configuration not stated)	6
CCN(CC)c1ccc(NC(=O)Cn2cnc3sc(C)c(C)c3c2=O)c(C)c1	-9
Cc1[nH]c2ccccc2c1SCCNC(=O)c1ccccc1Br	-1
CN(Cc1ccccc1)C(=O)c1ccc(CNS(=O)(=O)c2ccc(F)cc2)cc1	-19
Cc1cc2ccccc2c(=O)n1CC(=O)NCC1COc2ccccc2O1 (configuration not stated)	-5
Cc1cc(C)n(C(=O)C(Cc2ccccc2)N2C(=O)C3CCCCC3C2=O)n1 (configuration not stated)	-5
Cc1occc1-c1nnc(SCC(=O)Nc2ccccc2N2CCCCC2)n1C	3
CCOc1cc2c(cc1OCC)C1C(C(=O)Nc3cccnc3)c3ccccc3C(=O)N1CC2 (configuration not stated)	3
O=S(=O)(c1ccc(C2CCCCC2)cc1)N1CCc2ccccc2C1	-3
Cc1cc(C)nc(/N=C(\N)Nc2cccc(C(F)(F)F)c2)n1	-6
Clc1cc(-n2nc(-c3ccccc3)cc2-c2ccccc2)ncn1	-6
CN(C)/C=C1/Nc2ccccc2C1=O	-1
COC(=O)c1ccccc1NC(=O)CCc1nc(-c2ccc(OC)cc2)no1	-4
C=CCOC(=O)C1=C(C)Nc2ncnn2C1c1cccc(Br)c1 (configuration not stated)	-2
O=C(c1cc2cc(Br)ccc2oc1=O)N1CCN(c2ccccc2F)CC1	-3
CSc1ccc(C(C(C(=O)c2cccs2)N2CCOCC2)N2CCOCC2)cc1 (configuration not stated)	-14
O=C(Cn1nc(-c2ccc(Cl)cc2)ccc1=O)NCCN1CCOCC1	0&-10
O=C(NCc1ccco1)C1CC(=O)N(CCc2ccccc2)C1 (configuration not stated)	0&-32
CCOC(=O)c1cnc2ccc(OC)cc2c1Nc1ccc(Cl)cc1C	10
O=C(NC1CCCc2ccccc21)C1CCCN(S(=O)(=O)c2cnc[nH]2)C1 (configuration not stated)	2
Cc1nc2n(n1)C(c1ccc(Cl)cc1)C=C(c1ccc(Cl)cc1)N2 (configuration not stated)	-2
C=C(C)COc1ccc(-c2nc(N)nc(C)c2Oc2ccccc2OC)c(O)c1	-7
Cn1c(=O)c2c(nc(NCc3ccco3)n2Cc2cccc(Br)c2)n(C)c1=O	-16
CCCc1cc(=O)[nH]c(SCC(=O)Nc2ccc(C)cc2C)n1	-5
CC(C)(C)SCCNC(=O)c1ccc(CN2CCc3ccccc3C2)cc1	-6
Additional entries
SMILES	14-3-3 PPI
CCn1cc(C(=O)NCC2CCCO2)c2c3ccccc3n(C)c2c1=O (configuration not stated)	7
COc1cc(-c2ccc(=O)[nH]n2)ccc1OC(F)F	1
CCn1c2ccccc2c2cc(C=Nc3ccc(NC(C)=O)cc3)ccc21	-6
Cc1cccc(Oc2cc(NC(=O)c3cc4n(n3)C(C(F)(F)F)CC(c3cccs3)N4)cc([N+](=O)[O-])c2)c1 (configuration not stated)	-5
CCC(=O)N1CCc2cc(S(=O)(=O)NCc3ccccc3)ccc21	-2
CCC(=O)OCC1OC(n2ccc(=O)[nH]c2=O)CC1OC(=O)CC (configuration not stated)	6
O=C(CCCCn1c(=O)[nH]c2ccccc2c1=O)NCCc1ccc(Cl)cc1	-6
CCC(=O)Nc1cc(=O)[nH]c2ncnn12	0
N#Cc1nc(COc2ccc(Br)cc2)oc1NCc1ccco1	-24
COc1ccc(S(=O)(=O)N2Cc3ccccc3CC2C(=O)NC(C)(C)C#N)cc1 (configuration not stated)	1
CCOc1ccc2nc(NS(=O)(=O)c3ccc4c(c3)n(C)c(=O)n4C)sc2c1	-4
Cc1nc2cc3nc(C)sc3cc2s1	-8
O=C(O)c1ccc(NC(=O)C2CC(=O)N(Cc3ccc4c(c3)OCO4)C(=Nc3cccc(C(F)(F)F)c3)S2)cc1 (configuration not stated)	-17
N#Cc1nc(COc2ccc(Cl)cc2Cl)oc1N1CCN(c2ccccc2)CC1	-3
Cc1cc(C)c2c(CC(=O)O)coc2c1	0&1
CC1CCC(NC(=O)CCc2nc3sc4c(c3c(=O)[nH]2)CCCC4)CC1 (configuration not stated)	-7
O=C(Nc1nc2ccccc2s1)c1ccccc1Oc1ccccc1	-2
O=[N+]([O-])c1ccc2cc[nH]c2c1	-3
COc1cc(NC(=O)C2CC(=O)N=C(N)S2)c(OC)cc1Cl (configuration not stated)	-1
Cc1ccc(CSc2oc(-c3ccco3)nc2S(=O)(=O)c2ccc(Cl)cc2)cc1	-33
Cc1cccc(C(=O)Nc2ncc(S(=O)(=O)c3ccc([N+](=O)[O-])cc3)s2)c1	28
CCn1cc(C(=O)N(C)c2ccc(OC)cc2)c2cc(OC)c(OC)cc2c1=O	6
CCOC(=O)C(NC(=O)c1ccc(OC)cc1)(Nc1cccc(Cl)c1C)C(F)(F)F (configuration not stated)	2
Cc1cc(C)cc(-n2c(=O)c3sccc3n(CC(=O)NCc3ccco3)c2=O)c1	-11
O=C(O)c1ccc2c(c1)N(Cc1cccc(F)c1)C(=O)CS2	1
Cc1cc(C)c(CC2(O)CC(C)N(C)CC2C)cc1C (configuration not stated)	-2
CCC(C)NC(=O)c1cnn2c1NC(c1ccc3c(c1)OCO3)CC2C(F)(F)F (configuration not stated)	-4
